# Source: PubChem (several laboratories)
# sdo1 growth: sdo1-depleted yeast growth rescue; actives 0.21% (n = 140,000); S. cerevisiae sdo1-depleted JHY4D growth rescue, OD600 30 h; hits give high values; pdr5 snq2 efflux-pump mutant strain; z-score at 10 µM; AID 817;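 active = z-score above 3 at both the 24 hr and the 30 hr optical density reads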;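 note: z-score against mean and SD of all compound wells on the same plate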
# Insulin prom inh: TRM-6 insulin promoter activity inhibition | TRM-6 cells (human fetal islet line), insulin promoter-eGFP reporter, imaging; reporter expression induced with tamoxifen | inhibition, % at 2 µM | actives 0.9% (n = 130,000) | AID 1273;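 active = inhibition above the mean plus 3 SD, with well images judged a real hit on visual review, cut at about 60% in these data, passing the limit was not always enough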
# sdo1 growth Rescue 24 h: recorded beside sdo1 growth, whose call it bears; z-score; S. cerevisiae sdo1-depleted JHY4D growth rescue, OD600; measured here: growth rescue at 24 h;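 0 is the plate mean of compound wells and units are plate SD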
# * hit, by the source's call; i = inactive; . = no result given; & = joins results of further samples. Not all compounds are listed. The share of hits here may be higher or lower than overall.
# A first look (2 entries):
sdo1 growth,sdo1 growth Rescue 24 h,Insulin prom inh,SMILES
.,.,-7.7,CCCOc1ccc(C2C(C(=O)/C=C/c3ccco3)=C(O)C(=O)N2CCN2CCOCC2)cc1OC (configuration not stated)
0.15,0.16,-22.9,CC(C)C(NC(=O)c1ccco1)C(=O)NCC(c1ccco1)N1CCCCC1 (configuration not stated)

# All compounds of this part, previewed entries included:
sdo1 growth,sdo1 growth Rescue 24 h,Insulin prom inh,SMILES
.,.,-7.7,CCCOc1ccc(C2C(C(=O)/C=C/c3ccco3)=C(O)C(=O)N2CCN2CCOCC2)cc1OC (configuration not stated)
0.15,0.16,-22.9,CC(C)C(NC(=O)c1ccco1)C(=O)NCC(c1ccco1)N1CCCCC1 (configuration not stated)
1.53,1.81,-8.6,O=C(N1CCOCC1)N1CCN(C(c2ccccc2)c2ccccc2)CC1
.,.,33.3,Cc1onc(-c2c(F)cccc2Cl)c1C(=O)NNC(=O)C1CCN(Cc2cccc(F)c2)CC1
0.29,0.52,60.0,CCCCNS(=O)(=O)c1ccc(NC(=O)c2c(-c3ccccc3Cl)noc2C)cc1
-0.38,-0.66,.,O=C1CCCC(O)=C1N=Nc1c(Cl)cc(Cl)cc1Cl
0.86,2.14,-2.3,N/C(COc1ccc(F)cc1)=N\NC(=O)c1cccnc1Oc1ccccc1
-1.56,-1.31,-14.3,COc1ccc(C2=Nc3ccccc3OC2)cc1
0.36,1.68,.,O/N=C(\COc1ccccc1O)c1ccccc1
.,.,0.0,COc1ccc(OC)c(C2CC(c3ccc(NS(C)(=O)=O)cc3)=NN2C(=O)c2ccccc2)c1 (configuration not stated)
0.33,0.29,-23.1,COc1ccc(N2CCN(CC(=O)N3N=CCC3c3ccccc3)CC2)cc1 (configuration not stated)
-0.85,-0.65,-5.3,Cc1ccc(Cn2c(=O)c3c(nc4n3CCN4Cc3ccco3)n(C)c2=O)cc1
0.39,0.51,11.9,CCCCCCOC(=O)C1=C(C)NC(=O)NC1c1ccc(O)cc1 (configuration not stated)
.,.,10.0,O=C(O)CC(NC(=O)Cc1ccccc1)c1cc([N+](=O)[O-])ccc1Cl (configuration not stated)
-0.29,-0.81,15.8,CCCCC(=O)NC(c1ccccc1Cl)c1c(O)ccc2ccccc12 (configuration not stated)
0.8,1.77,26.3,O=C(NCc1ccco1)c1cc2n(n1)C(C(F)(F)F)CC(c1ccc(F)cc1)N2 (configuration not stated)
-0.02,0.03,-25.0,Cc1ccc(/C=C2\CCC(C3CCCC3)C2=O)cc1 (configuration not stated)
-1.19,-0.15,53.3,Cc1ccccc1OCc1nc2ccccc2c(=O)n1/N=C/c1cccc([N+](=O)[O-])c1
-0.79,-0.21,3.5,S=c1[nH]nc(Cc2cccc3ccccc23)n1-c1ccccc1
0.65,0.72,16.7,N#CC1(c2ccccc2)CCCN1C(=O)c1ccccc1Br (configuration not stated)
-0.04,0.29,26.8,CCOc1cc(CNc2ccccc2)cc(Br)c1OCc1ccc(F)cc1
1.02,1.11,.,Cn1c(=O)n(C)c2cc(S(=O)(=O)NCCc3ccccc3)ccc21
0.72,0.17,18.8,O=C(N/N=C/c1ccc(-c2ccccc2C(=O)O)o1)c1cccs1
-1.46,-0.6,.,N#Cc1c(-c2ccco2)cc(-c2ccc(F)cc2)nc1N
-1.09,-0.34,-12.9,COc1ccc(-c2cc(C(F)F)n3ncc(C(=O)NCC4CCCO4)c3n2)cc1 (configuration not stated)
-0.33,-0.98,-17.9,O=S(=O)(NCc1ccccn1)c1ccc2c(c1)OCCO2
-1.42,-0.75,-4.8,CC(C)C[C@H]1C(=O)N2CCC[C@H]2[C@]2(O)O[C@](NC(=O)[C@@H]3C=C4c5cccc6[nH]c(Br)c(c56)CC4N(C)C3)(C(C)C)C(=O)N12 (some centres not stated)
0.24,-0.38,.,COc1cc(NC2c3ccccc3C(=O)N2c2cc(C)ccn2)cc(OC)c1OC (configuration not stated)
0.07,0.21,40.0,CCC/C=C(\CCC)C(NS(=O)(=O)c1ccc(C(F)(F)F)cc1)c1ccccc1 (configuration not stated)
0.54,0.55,.,COc1ccc(OC)c(C2N(c3ccccn3)C(=O)C3CCCN32)c1 (configuration not stated)

# Rewritten with each value named: part of the list above
> CCC/C=C(\CCC)C(NS(=O)(=O)c1ccc(C(F)(F)F)cc1)c1ccccc1 (configuration not stated)
  sdo1 growth: 0.07
  sdo1 growth Rescue 24 h: 0.21
  Insulin prom inh: 40.0
> N#CC1(c2ccccc2)CCCN1C(=O)c1ccccc1Br (configuration not stated)
  sdo1 growth: 0.65
  sdo1 growth Rescue 24 h: 0.72
  Insulin prom inh: 16.7

# Following part.
sdo1 growth,sdo1 growth Rescue 24 h,Insulin prom inh,SMILES
-0.1,-0.3,-40.0,CCCn1c(N2CCOCC2)nc2c1c(=O)[nH]c(=O)n2C
0.09,0.49,52.6,O=C(Cc1cccs1)Nc1cccc(C(=O)Nc2ccco2)c1
-0.1,-0.58,13.3,CN(C)S(=O)(=O)c1ccc(NC(=O)N2CCN(c3ccccc3Cl)CC2)cc1
-0.59,0.12,i,O=C(CSc1oc(-c2ccc(F)cc2)nc1S(=O)(=O)c1ccc(F)cc1)NCC1CCCO1 (configuration not stated)
-1.51,-0.03,30.3,FC(F)(F)c1cc(-c2cccs2)nc(N2CCOCC2)n1
1.16,0.93,.,CCOC(=O)N1[C@@H]2C=C(C)[C@@H]2[C@@H]2[C@@H](C)C(=O)N21
-1.68,-0.93,15.2,CCOC(=O)c1cnc(-n2cc(C)cn2)nc1Nc1ccccc1OCC
0.55,0.09,16.7,O=C1c2ccccc2C(=O)N1OCCOCCOCCON1C(=O)c2ccccc2C1=O
.,.,-21.1,COc1ccc(NC(=O)NCCc2cccc(Cl)c2)cc1OC
.,.,-40.5,CCN1CCN(c2cc(C)c3cc(NC(=S)NCCCN4CCc5ccccc5C4)ccc3n2)CC1
0.06,0.18,-10.0,Cc1onc(C(=O)N2CCN(Cc3ccccc3)CC2)c1[N+](=O)[O-]
-0.26,0.24,-14.7,CCOC(=O)C(Cc1ccccc1)C(=O)Nc1ccc(N(CC)CC)cc1 (configuration not stated)
0.47,0.13,60.7,COc1ccc(/C=N\NC(=O)c2sc(N)nc2C)cc1OC
0.53,0.19,-10.7,CC1=CC(c2ccc(Cl)cc2)n2nc(NS(=O)(=O)c3ccc(C)cc3)nc2N1 (configuration not stated)
.,.,-36.4,NNC(=O)c1ccc(CSc2cccc3cccnc23)cc1
-0.29,-0.37,.,CCCOC(=O)Nc1sc2c(c1C(=O)OCC)CCC2
.,.,-58.8,CC(OC(=O)CCc1nc(=O)c2ccccc2n1C)C(=O)NCc1ccc2c(c1)OCO2 (configuration not stated)
.,.,0.0,CCOC(=O)C1=C(C)NC(=S)NC1c1ccsc1 (configuration not stated)
0.1,-0.05,-51.6,Clc1ccc(CSc2ncnc3nc[nH]c23)cc1
1.24,0.89,-23.1,Cc1ccc(S(=O)(=O)N2CCCCC2)cc1NC(=O)COC(=O)CNC(=O)c1cc(Cl)cc([N+](=O)[O-])c1
1.06,0.66,.,CCOn1c(=O)c(-c2cccc([N+](=O)[O-])c2)[n+]([O-])c2ccccc21
-0.21,0.59,.,O=S(=O)(NC1CC1)c1ccc(S(=O)(=O)N2CCc3ccccc32)cc1
-0.26,-0.83,13.3,O=C(CSc1ccc(-c2ccccc2)nn1)Nc1ccc2c(c1)OCCO2
-0.96,-0.69,.,CCCNc1nc(C)c(C(C)=O)cc1C#N
1.57,0.86,-27.3,Cc1ccc(OC(=O)CCc2c(C)nc3ncnn3c2C)cc1
.,.,-137.2,Cc1ccc(NS(=O)(=O)c2ccc(CCC(=O)NCc3cccnc3)cc2)cc1
-1.03,-0.79,-18.8,O=C(CCCSc1nc2ccccc2[nH]1)NC(c1ccccc1)c1ccccc1
0.72,-0.14,.,c1ccc2c(c1)nc1n2CCS1
3.04*,4.36*,-38.5,CC(C)C1(C(C)C)OC(=O)c2ccccc21
-1.28,-0.93,25.9,CC1CC(N(C(=O)c2ccccc2Cl)c2ccccc2)c2ccccc2N1 (configuration not stated)
0.21&1.82,0.33&1.95,.,COCCNC(=O)CC(NS(=O)(=O)c1ccc(C)cc1)c1ccco1 (configuration not stated)
-0.9,-1.56,20.0,CCC(C)(C)NC(=O)C(c1cccnc1)N(CCOC)C(=O)Cn1nnc2ccccc21 (configuration not stated)
-1.66,-1.25,.,O=C(CNC(=O)Cc1ccccc1)N=Nc1c(O)n(Cc2ccc3c(c2)OCO3)c2ccccc12
-0.44,-1,.,O=S(=O)(c1ccc2c(c1)OCCO2)N1CCC(n2cnc3cc(F)ccc32)CC1
0.44,-0.06,.,O=S(=O)(NC1CCCc2ccccc21)c1cnc[nH]1 (configuration not stated)
-1.36,-0.38,-20.7,COc1ccc(OC)c(NS(=O)(=O)c2ccc(NC(=O)C3COc4ccccc4O3)cc2)c1 (configuration not stated)
0.22,3.08,.,C=CCn1c2ccccc2c2nnc(SCc3ccc4nonc4c3)nc21
-0.92,-0.92,-9.7,CC12CCC(C(=O)N(CSC(=S)N/N=C\c3ccccc3Cl)C1=O)C2(C)C (configuration not stated)
-0.22,-0.64,0.0,Cc1cc(C)cc(NS(=O)(=O)c2ccc(NC(=S)Nc3ccccc3)cc2)c1
.,.,-33.3,O=C(c1ccc2c(c1)OCO2)C1CCCN(C2CCN(CCc3ccccc3)CC2)C1 (configuration not stated)
-0.68,-0.61,16.1,C=C(C)CN=C1SC(C(=O)Nc2sc3c(c2C(=O)OC)CCC3)C(N)=C1C(N)=O (configuration not stated)
0,-0.01,-8.7,COc1ccc(/C=C2\SC(=NCc3ccccc3)N(Cc3ccccc3)C2=O)cc1OC
-1.57,-0.36,.,COc1ccc(C(=O)/C=C/c2cccs2)c(OC(=O)c2cccc([N+](=O)[O-])c2)c1
-1.26,-0.78,-370.3,O=C(c1cc2ccccc2oc1=O)N(Cc1cccs1)Cc1cccs1
.,.,66.7,CC(C)[C@H](NC(=O)c1ccccc1)C(=O)OCc1nnc(-c2ccccc2)o1
1.64,2.08,25.0,C=CCON1C(=O)c2ccccc2C1=O
0.69,-0.1,21.9,Clc1cccc(C[n+]2cc(-c3ccccc3)n3c2CCC3)c1
1.47,0.43,27.3,Cc1cccn2cc(CNC(=O)c3ccco3)nc12
0.66,1.1,-21.4,CCOC(=O)C1=C(C)N(CCO)C(=O)NC1c1ccccc1 (configuration not stated)
0.26,0.33,-2.3,COc1ccc(C2C(C#N)=C(SCC(=O)Nc3ccc(C)cc3)NC3=C2C(=O)CC(C)(C)C3)cc1 (configuration not stated)
.,.,44.4,Cc1ccc(NS(=O)(=O)c2cc(NC(=O)c3ccc4c(c3)NC(=O)CS4)ccc2Cl)c(C)c1
1.18,1.14,.,Cc1ccc(S(=O)(=O)c2c(C)nn(-c3ccccc3)c2OC(=O)c2ccco2)cc1
-0.07,0.12,-20.8,O=S(=O)(N/N=C\c1ccc2c(c1)OCO2)c1ccc(Cl)cc1
0.09,1.28,6.7,Cc1nn(-c2ccccc2)c2sc(C(=O)NNC(=O)COc3cccc4ccccc34)cc12
.,.,-136.4,CC1CCN(S(=O)(=O)c2ccc(C(=O)Nc3nnc(-c4ccccn4)o3)cc2)CC1
.,.,-28.6,COc1ccc2c(c1)C1=C(CC2)C(c2ccc(C)cc2)NC(=S)N1 (configuration not stated)
0.43,-0.16,-30.9,COc1cc(C2C(C#N)=C(N)N(c3cccnc3)C3=C2C(=O)CCC3)ccc1O (configuration not stated)
0.54,-0.68,.,CC(C)c1ccc(NC(=O)COC(=O)C2=COCCO2)cc1
-0.44,-0.07,.,O=C(c1ccccc1)[C@@H]1[C@@H](C(=O)c2ccc(F)cc2)[C@@]2(C(=O)Nc3ccccc32)[C@H]2c3ccccc3C=CN12
1.23,-0.48,-30.8,CCOC(=O)c1cccc(NC(=O)CCS(=O)(=O)c2ccc(Br)s2)c1

# Complete entries as entered above.
# `Cc1ccc(S(=O)(=O)c2c(C)nn(-c3ccccc3)c2OC(=O)c2ccco2)cc1` across the screens: sdo1 growth = 1.18; sdo1 growth Rescue 24 h = 1.14; Insulin prom inh = .
# `COc1ccc2c(c1)C1=C(CC2)C(c2ccc(C)cc2)NC(=S)N1` (configuration not stated) across the screens: sdo1 growth = .; sdo1 growth Rescue 24 h = .; Insulin prom inh = -28.6
# `O=S(=O)(c1ccc2c(c1)OCCO2)N1CCC(n2cnc3cc(F)ccc32)CC1` across the screens: sdo1 growth = -0.44; sdo1 growth Rescue 24 h = -1; Insulin prom inh = .

# Next section
sdo1 growth,sdo1 growth Rescue 24 h,Insulin prom inh,SMILES
0.36,0.01,60.0,CC(C)(C)c1ccc(-c2noc(CCC(N)=O)n2)cc1
-1.62,-0.8,16.7,Cc1cc(NC(=O)C2CCCC2)nc2c1c(=O)oc1ccccc12
-0.65,0.17,-6.2,COc1ccc(NC(=O)/C(C#N)=C/c2c(C)nn(-c3ccc(F)cc3)c2Cl)cc1OC
.,.,23.1,COc1ccc(-c2nnn(CC(=O)N(CCO)C(C(=O)NC3CCCC3)c3ccncc3)n2)cc1 (configuration not stated)
.,.,-20.0,S=c1nc(C23CC4CC(CC(C4)C2)C3)nc2sccn12
1.56,1.93,.,CCOC(=O)CSc1ccc2nnc(-c3cccnc3)n2n1
-0.07,-0.69,-54.5,CCn1cc(C2C3=C(CC(C)(C)CC3=O)N(c3ccccc3)C3=C2C(=O)CC(C)(C)C3)c(C)n1
.,.,-21.4,Cc1cccc(N=N/C(=C\O)C(=O)c2ccc(Br)cc2)c1

# Copied from the list.
# `Cc1ccc(S(=O)(=O)N2CCCCC2)cc1NC(=O)COC(=O)CNC(=O)c1cc(Cl)cc([N+](=O)[O-])c1` in sdo1 growth Rescue 24 h: 0.89
# `Cc1nn(-c2ccccc2)c2sc(C(=O)NNC(=O)COc3cccc4ccccc34)cc12` in sdo1 growth: 0.09
